# PTAP TSG101 blk – qHTS Assay for Iinhibitors of HIV-1 Budding by Blocking the Interaction of PTAP/TSG101 | Tumor susceptibility gene 101 protein (Homo sapiens), Q99816 | Fluorescence polarization, FITC-PTAP peptide / Tsg101 binding | Potency, µM (doses to about 115 µM), inactives show at the highest dose activity change, negative = inhibition, actives largely listed as inhibitors | 340,000 tested, under 10 active | AID 493005, 2010; active = well fitted inhibition curve with a large enough effect in the main read-out, with a control signal flat, not every such curve was filed as active; inconclusive = small, poorly fitted or top-dose-only effect, or effect the other way, or a change in a side signal; inactive = no such curve, though single readings can be large or run the other way; note: potency is the fitted concentration of half-maximal effect; % of control where 0% means no effect
#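 Compounds were pin-transferred onto Tsg101 binding domain (10 uM final) in HEPES pH 7.5 buffer, then FITC-PTAP peptide was added at 50 nM final. After 20 min at RT, polarization reported peptide displacement across a qHTS concentration series.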
# TSHR antag – Antagonists of the Thyroid Stimulating Hormone Receptor: HTS campaign; activity change, negative = inhibition, % at 11.5 µM; Thyrotropin receptor (Homo sapiens), P16473; AID 504810, 2011; 330,000 tested, 0.2% active; TSHR-expressing cells, TSH-stimulated cAMP HTRF, 2 h; hits give low values;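 active = activity change below a set negative limit, meaning inhibition stronger than a set level, cut at about -70% in these data; inconclusive = activity change between two set negative limits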; note: % is set by controls: 0 for no effect and ±100 for the full control effect
#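 Competitive HTRF cAMP read-out (cryptate anti-cAMP antibody, cAMP-d2; 30 min, room temperature) in freshly harvested TSHR cells. Compounds added before TSH at EC80 (4nM final), followed by 2 hours' incubation at 37 deg C.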
# ELG1 DNA repair – qHTS screen for small molecules that inhibit ELG1-dependent DNA repair in human embryonic kidney (HEK293T) cells expressing luciferase-tagged ELG1; HEK293T ELG1-luciferase reporter, luminescence, 16 h; DNA damage induced by 5-fluorouridine; 330,000 tested, 2.3% active; Potency, µM (top dose mostly 46.1 µM), for the others: at the top dose activity change, negative = inhibition, most hits filed as inhibitors; note: potency is the fitted concentration of half-maximal effect; % is set by controls: 0 for no effect and ±100 for the full control effect; nearly all actives have a fitted effect of over 55% in size
#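 Reporter activity after DNA damage by 5-fluorouridine is monitored. Compound-treated cells incubate 16 hr at 37 °C, then ONE-Glo is added for 30 min before luminescence reading.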
# Eya2 phos inh – qHTS Assay for Inhibitors of the Phosphatase Activity of Eya2 | recombinant Eya2, OMFP fluorescence dephosphorylation (OMFP is methylfluorescein phosphate) | 330,000 tested, 0.006% active | AID 488837, 2010 | Potency, µM (highest dose often 76.9 µM), inactives show top-dose activity, negative = inhibition, usual class: inhibitors; note: potency is the fitted concentration of half-maximal effect; % is set by controls: 0 for no effect and ±100 for the full control effect
#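 Eya2 protein (added as 0.2 uM solution) was preincubated with compound for 10 min at ambient temperature in 50 mM HEPES pH 7.5, 50 mM NaCl, 5 uM MgCl2, 0.05% BSA, 1 mM DTT. OMFP (added at 50 uM) then reacted 10 min; fluorescence read at 485/525 nm.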
# USP2a block – qHTS Assay for Inhibitors of Ubiquitin-specific Protease USP2a Using CHOP2 as the Reporter. 330,000 tested, 0.01% active. Ubiquitin carboxyl-terminal hydrolase 2 (Homo sapiens), O75604. USP2 core, Ub-CHOP2 coupled fluorogenic reporter, 485/531. Potency, µM (highest dose often 38.3 µM), for the others: at the highest dose activity change, negative = inhibition, hits mostly inhibitors;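 note: potency is the fitted concentration of half-maximal effect; plate controls were DMSO wells for no effect and full inhibition by NEM control for full effect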
# Target sequence (O75604 whole entry, looked up): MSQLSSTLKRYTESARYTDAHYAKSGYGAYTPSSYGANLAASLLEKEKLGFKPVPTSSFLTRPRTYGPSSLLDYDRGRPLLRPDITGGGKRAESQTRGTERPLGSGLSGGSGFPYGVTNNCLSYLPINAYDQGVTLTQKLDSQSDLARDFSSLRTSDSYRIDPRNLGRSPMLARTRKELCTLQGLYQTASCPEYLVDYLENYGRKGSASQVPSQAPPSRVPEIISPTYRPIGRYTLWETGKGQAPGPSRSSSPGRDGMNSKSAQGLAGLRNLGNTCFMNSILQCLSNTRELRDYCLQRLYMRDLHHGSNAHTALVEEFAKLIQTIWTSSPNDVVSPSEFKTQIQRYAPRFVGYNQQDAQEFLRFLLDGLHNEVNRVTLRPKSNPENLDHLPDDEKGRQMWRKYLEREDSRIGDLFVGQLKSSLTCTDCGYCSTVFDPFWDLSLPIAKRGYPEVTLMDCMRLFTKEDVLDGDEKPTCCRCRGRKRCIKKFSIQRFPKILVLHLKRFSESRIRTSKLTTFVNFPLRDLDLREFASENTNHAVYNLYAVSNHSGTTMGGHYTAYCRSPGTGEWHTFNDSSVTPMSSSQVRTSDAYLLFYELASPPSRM
#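 Cell-free coupled assay: 10nM USP2 core preincubated 30min RT with compound in Tris-HCl pH 8.0/CaCl2/CHAPS buffer, then 25nM Ub-CHOP2 and 25nM reporter substrate; fluorescence (Ex 485/Em 531) read after 60min RT, normalized to NEM inhibition, concentration-response curves fitted.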
# Mito fusion act – qHTS Assay for Small Molecule Inhibitors of Mitochondrial Division or Activators of Mitochondrial Fusion; AID 485298, 2010; 320,000 tested, 0.23% active; Potency, µM (series often up to 46.1 µM), without a hit: at the highest dose growth rescue (activation), most hits filed as activators; S. cerevisiae fusion-defective mutant growth rescue, CellTiterGlo 48 h;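 note: potency is the fitted concentration of half-maximal effect; % of control where 0% means no effect; nearly all actives have a fitted effect of over 45% in size; temperature-sensitive fusion mutants such as fzo1-1 at 37 °C on non-fermentable ethanol glycerol medium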
#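 Compounds are tested for their ability to restore growth of mitochondrial fusion-defective yeast strains at non-permissive 37C in YPEG medium over 48 hours. Viability is quantified by luciferase luminescence.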
# TCR act – Activators of T cell receptors: qHTS campaign. Potency, µM (top dose mostly 9.22 µM), for inactives: at the top dose activation of IL-2 secretion, actives largely listed as activators. AID 504894, 2011. primary human leukocytes, anti-CD3, IL-2 HTRF, 48 h. 330,000 tested, under 10 active; note: % of control where 0% means no effect
#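 Readout: HTRF IL-2, Eu-cryptate/d2 antibody pair, 320nm excitation, 665nm emission. Stimulus: a-CD3 beads, no co-stimulation. Cells: primary human leukocytes. Exposure: 48 hr with compound.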
# B2AR arrestin – qHTS assay of beta-arrestin-biased ligands of beta2-adrenergic receptor; 330,000 tested, 0.02% active; AID 492947, 2010; Potency, µM (highest dose often 46.1 µM), without a hit: top-dose activation, usual class: activators; beta-arrestin recruitment to beta2AR, cell-based reporter; Beta-2 adrenergic receptor (Homo sapiens), P07550;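 note: potency is the fitted concentration of half-maximal effect; 0% = DMSO controls and full agonism = EC100 isoproterenol or metaproterenol; nearly all actives have a fitted effect of over 65% in size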
# Chronic BCR inh – qHTS Assay to Find Inhibitors of Chronic Active B-Cell Receptor Signaling; ABC-DLBCL IkBa-CBG/CBR reporter, luminescence ratio, 4 h; Potency, µM (titrated, usually from 46.1 µM), for the others: at the highest dose ratio change, negative = lower green/red ratio, actives largely listed as inhibitors; 340,000 tested, 0.05% active; active = well fitted inhibition curve with a large enough effect in the signal ratio, with a control signal flat, not every such curve was filed as active; inconclusive = small, poorly fitted or top-dose-only effect, or effect the other way, or a change in a side signal; the % refers to the signal ratio;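 note: potency is the fitted concentration of half-maximal effect; plate controls were basal doxycycline-induced cells for no effect and cells given 10 µM MG132 for full effect; MG132 reads +100%, hits lower the ratio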
#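 TMD8 human ABC-DLBCL cells with doxycycline-inducible IκBα–green luciferase fusion and unfused red luciferase, in 0.5% FBS medium; compounds up to 46 uM, 4 h at 37C. Green/red luminescence ratio, filter-overlap corrected, fitted to concentration-response curves.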
# Tb PFK inh – qHTS Assay to Find Inhibitors of T. brucei phosphofructokinase. Potency, µM (highest dose often 57.5 µM), for the others: at the highest dose activity, negative = inhibition, actives largely listed as inhibitors. 330,000 tested, 0.17% active. ATP-dependent 6-phosphofructokinase (Trypanosoma brucei brucei), O15648. T. brucei PFK, ADP-Glo luminescence;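 note: potency is the fitted concentration of half-maximal effect; 0% = uninhibited 1x PFK enzyme wells and -100% = no-enzyme wells; nearly all actives have a fitted effect of over 60% in size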
# Target sequence (O15648 whole entry, looked up): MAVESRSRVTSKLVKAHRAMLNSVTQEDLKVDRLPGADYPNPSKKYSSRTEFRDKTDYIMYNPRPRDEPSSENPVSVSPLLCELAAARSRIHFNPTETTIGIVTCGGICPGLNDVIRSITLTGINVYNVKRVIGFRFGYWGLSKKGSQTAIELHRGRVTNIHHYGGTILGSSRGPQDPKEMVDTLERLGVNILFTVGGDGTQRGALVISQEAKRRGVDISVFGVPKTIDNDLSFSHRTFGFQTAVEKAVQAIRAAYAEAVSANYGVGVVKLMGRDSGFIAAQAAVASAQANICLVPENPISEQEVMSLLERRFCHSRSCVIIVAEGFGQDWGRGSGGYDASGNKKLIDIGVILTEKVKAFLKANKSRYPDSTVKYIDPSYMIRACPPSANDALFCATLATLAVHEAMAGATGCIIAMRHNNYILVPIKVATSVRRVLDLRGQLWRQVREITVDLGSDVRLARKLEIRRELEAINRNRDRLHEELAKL
#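 ADP-Glo luminescence quantified ADP after 45 min at room temperature, with 1.25 nM T. brucei PFK, 0.1 mM ATP and 0.5 mM fructose-6-phosphate in pH 8.0 TEA buffer. qHTS titrations up to 57 µM; curves classified by quality.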
# uPA surface inh – qHTS for Inhibitors of Cell Surface uPA Generation | Potency, µM (top dose mostly 38.3 µM), for inactives: at the highest dose activity change, negative = inhibition, most hits filed as inhibitors | AID 540303, 2011 | 330,000 tested, 0.31% active | cell surface uPA generation assay, qHTS; active = well fitted inhibition curve with a large enough effect; inconclusive = small, poorly fitted or top-dose-only effect; inactive = no such curve, though single readings can be large or run the other way; tested in mouse RAW 264.7 cells; note: potency is the fitted concentration of half-maximal effect; % is set by controls: 0 for no effect and ±100 for the full control effect; nearly all actives have a fitted effect of over 55% in size
# * marks the source's active call; other numbers are inactive results; u = inconclusive; x = not tested or not shown; [ ] = dose if it differs, or a comment. Unless noted, calls come from the whole dose curve; as a rule, active = well fitted curve in the direction sought with a large enough effect; inconclusive = small, poorly fitted or top-dose-only effect, or another doubt; inactive = no such curve, though single readings can be large; an effect the other way counts as inactive or inconclusive.
Molecule	USP2a block	TCR act	uPA surface inh	TSHR antag	Chronic BCR inh	ELG1 DNA repair	Tb PFK inh	PTAP TSG101 blk	Eya2 phos inh	Mito fusion act	B2AR arrestin
COc1ccc(C(=O)NCc2nnc(SCC(=O)Nc3ccccc3OC)n2C)cc1	1%	-1%	-10%	0	13%	11%	2%	-6%	-2%	2%	-0.1%
COc1ccc([N+](=O)[O-])c(OC)c1C(=O)NC(=O)Nc1c(F)c(F)c(F)c(F)c1F	0%	-6%	-23%	-2	5%	-19%	2%	-9%	-2%	2%	0.2%
O=C(NCc1ccccc1)c1cc2nc(C3CC3)cc(C(F)(F)F)n2n1	1%	2%	1%	-7	-1%	10%	1%	-2%	-13%	5%	-0.4%
COc1ccc(N2CCN(C(=O)c3ccc4c(c3)CCN4S(=O)(=O)c3ccccc3)CC2)cc1	-2%	0%	-30%	-31	6%	11%	3%	-3%	-5%	23%	-0.7%
CCC(C(=O)Nc1ccc(C)cc1)c1ccccc1 (configuration not stated)	-2%	0%	2%	-1	2%	11%	2%	0%	0%	-6%	0.1%
CCOc1ccc(NC(=O)c2ccc(NC(=O)Cc3n[nH]c(=O)c4ccccc34)cc2)cc1	0%	10%	-1%	-7	-9%	u	-4%	-2%	-24%	-4%	-0.2%
Cc1ccc(C(=O)OCc2nnc(-c3ccccc3)o2)o1	0%	-9%	0%	8	u	15%	-8%	-5%	-1%	5%	0.2%
Cc1nc(NC(C)C)c2oc3ccccc3c2n1	0%	-5%	-15%	-4	7%	u	-3%	-3%	8%	-4%	-0.5%
NC1=NC(=O)/C(=C\c2cc([N+](=O)[O-])ccc2Cl)S1	1%	-5%	u	-11	1%	8%	-5%	-4%	15%	-5%	0.1%
CC1CCCN(c2ccc(C(=O)Nc3cccnc3)cc2[N+](=O)[O-])C1 (configuration not stated)	3%	-9%	x	-11	u	15µM*	-1%	-1%	-5%	18%	0.3%
c1cc(-c2cc3cc4c(cc3cn2)OCO4)cs1	1%	-5%	u	-6	0%	u	-1%	x	-3%	x	0.4%
COc1ccc(OC)c(NC(=O)N2CCc3ccccc3C2)c1	-2%	-3%	2%	-8	-8%	16%	1%	-7%	-12%	4%	-0.9%
COc1ccc(NS(=O)(=O)c2ccc(NC(=S)NC(=O)C(C)C)cc2)cc1	5%	6%	-2%	3	-19%	-9%	0%	-9%	11%	1%	0.0%
CC(=O)Nc1ccc(S(=O)(=O)N2CCN(C3CCCCCCC3)CC2)cc1	-1%	-1%	-8%	10	1%	u	-1%	-3%	19%	-6%	-0.5%
COc1ccc(Cc2nnc(N/N=C(\C)c3ccccc3)[nH]c2=O)cc1OC	1%	2%	14%	-2	3%	-4%	-7%	-5%	-4%	1%	-0.3%
O=C(O)c1cc(Br)ccc1NN=C1CCCCC1	1%	-1%[46.1 µM]	0%	-3	u	u	7%	-2%	5%	3%	0.4%
O=C(COc1ccccc1)NC1C(=O)N2C(C(=O)O)=C(Cl)CSC12 (configuration not stated)	-1%	-5%	0%	-3	3%	-8%	2%	-5%	7%	-1%	0.0%
O=C(COC(=O)Cc1ccc(Cl)cc1Cl)NCCC1=CCCCC1	4%	9%[46.1 µM]	-2%	-4	0%	5%	0%	-1%	-8%	2%	-0.2%
O=C(N/N=C/c1c(O)n(-c2ccc(Cl)cn2)c(=O)c2ccccc12)C1CC1	3%	-4%[46.1 µM]	-6%	8	u	-21%	0%	7%	8%	-4%	-0.3%
CCCCc1cc(=O)oc2cc(C)cc(OCC(=O)NCCN3CCOCC3)c12	1%	-5%	9%	-2	-4%	6%	-10%	-6%	-4%	-3%	0.2%
CC(Oc1ccc2c(c1)oc(=O)c1ccccc12)C(=O)NCC1CCC(C(=O)O)CC1 (configuration not stated)	0%	1%	-7%	-4	-14%	u	0%	-3%	-3%	2%	-0.8%
Fc1ccc(OCCCCCn2ccnc2)cc1	1%	-10%	5%	21	4%	1%	1%	-7%	-18%	-7%	-1.0%
O=C(Cc1ccccc1Cl)NNC(=O)Nc1ccccc1	6%	-1%[46.1 µM]	1%	1	-2%	-9%	-5%	-1%	5%	-5%	-0.7%
CCCCC(=O)Nc1ccc(C(=O)NNC(=O)c2ccccc2Br)cc1	-1%	0%	x	1	-7%	-2%	1%	-1%	8%	-2%	0.3%
Cc1nn2c(-c3ccncc3)nnc2c2ccccc12	2%	-205%	-3%	-10	5%	0%	-1%	-7%	-9%	10%	-0.4%
CC1(C)NC(C(=O)O)Cc2c1[nH]c1ccccc21 (configuration not stated)	2%	4%	1%	18	-5%	10%	1%	-2%	-14%	-12%	0.3%
C[C@H]1CN([C@@H](C)CO)C(=O)c2cccc(NC(=O)C3CC3)c2O[C@H]1CN(C)S(=O)(=O)c1ccccc1	2%	-2%	-1%	-4	1%	5%	6%	-3%	18%	x	-0.4%
CN(C)c1nc(N)c(C(=O)N=C(N)N)nc1Cl	x	0%	-12%	7	x	x	x	0%	-3%	16%	x
CCOC(=O)C(C)S(=O)(=O)c1ccc(C(F)(F)F)cn1 (configuration not stated)	2%	-1%	9%	-2	8%	u	-7%	-1%	-18%	2%	-0.6%
CCc1ccc(Nc2ncc3c(n2)CC(c2ccc(OC)cc2)CC3=O)cc1 (configuration not stated)	2%	-7%	3%	-18	-2%	-9%	7%	-5%	2%	2%	-0.1%
O=C(O)CCNC(=O)/C(=C/C=C/c1ccccc1)NC(=O)c1ccccc1	2%	-1%	u	2	10%	12%	0%	-3%	4%	7%	0.0%
COc1cccc(NC(=O)CCc2nc(-c3cccs3)no2)c1	3%	1%	0%	30	u	14%	3%	1%	14%	1%	-0.4%
Cc1ccc(S(=O)(=O)n2c([N+](=O)[O-])cnc2C)c(C)c1C	-1%	1%[46.1 µM]	0%	12	-16%	10%	3%	-4%	1%	-3%	-3.1%
CCc1ccc(Nc2ccc(S(=O)(=O)N3CCOCC3)cc2[N+](=O)[O-])cc1	3%	-6%[46.1 µM]	-1%	-18	-18%	-15%	0%	-6%	-1%	12%	-0.4%
CCC(=O)NCCCNc1nc2c(C)cccc2cc1C#N	-6%	-24%	2%	9	u	-2%	-2%	-1%	0%	-6%	0.3%
CCCC(=O)Nc1ccc(C(=O)NNC(=S)NC(=O)c2cccs2)cc1	0%	1%	-10%	5	14%	u	-6%	-5%	-27%	3%	0.0%
CSCCC(NS(=O)(=O)c1ccc(C)cc1)C(=O)NCCc1c[nH]c2ccccc12 (configuration not stated)	-1%	5%	1%	-8	-11%	-8%	4%	-3%	8%	0%	-0.1%
CCOC(=O)c1ccc(NNC(C)=O)c([N+](=O)[O-])c1	4%	1%	2%	-6	0%	-6%	-5%	1%	3%	1%	0.0%
O=c1[nH]c(O)c(/C=C2\C=Nc3ccc(Br)cc32)[nH]1	0%	16%	u	-7	3%	1%	0%	1%	-4%	-3%	0.2%
Cc1cccc(CN2C(=O)CSc3ccc(C(=O)NC4CC4)cc32)c1	2%	4%	0%	-12	-2%	1%	-2%	-2%	-4%	5%	0.2%
CCCCCCSc1cccc(-c2nc3ccc(C)cn3c2NCc2ccccc2)c1	-4%	-6%	4%	-17	0%	-24%	-17%	1%	-32%	9%	-0.1%
CNC(=O)c1cccnc1Nc1cccc(C(F)(F)F)c1	2%	1%[46.1 µM]	-11%	1	u	26%	1%	-5%	2%	u	0.0%
COc1ccc2[nH]cc(CCNC(=O)C3CCCCC3)c2c1	2%	-5%	-1%	5	3%	15%	4%	-2%	5%	-2%	-0.2%
